# TDP2 inh – blocks human TDP2 phosphodiesterase activity. O95551. recombinant TDP2, T5PNP hydrolysis, p-nitrophenol absorbance 415 nm. inhibition, % at 12.8 µM. 370,000 tested, 0.34% active. AID 720702;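 active means inhibition above the mean of all tested compounds plus 3 SD, set per campaign, cut at about 25% in these data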;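 further: 0% = DMSO with enzyme and 100% = buffer with substrate but no TDP2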
# Target sequence (O95551 whole entry, looked up): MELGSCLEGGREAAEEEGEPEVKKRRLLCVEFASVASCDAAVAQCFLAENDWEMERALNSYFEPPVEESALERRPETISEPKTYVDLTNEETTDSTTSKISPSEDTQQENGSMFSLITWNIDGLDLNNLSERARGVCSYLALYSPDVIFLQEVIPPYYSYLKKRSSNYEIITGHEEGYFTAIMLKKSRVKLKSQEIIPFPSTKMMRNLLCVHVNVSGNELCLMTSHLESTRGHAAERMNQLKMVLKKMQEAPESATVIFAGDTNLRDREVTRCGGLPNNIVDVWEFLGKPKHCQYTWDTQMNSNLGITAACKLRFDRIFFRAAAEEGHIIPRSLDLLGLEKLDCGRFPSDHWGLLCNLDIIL
#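 System – recombinant human TDP2 · Quantity – TDP2 enzyme at 120 nM final · Doses – single concentration, 12.8 µM nominal, with 1% DMSO · Incubation – 2 h at 37 °C · Measured by – epi absorbance of p-nitrophenol freed from T5PNP by hydrolysis · Read-out – % inhibition relative to enzyme-containing and enzyme-free wells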
# TCR-CD3 inh – blocks the human TCR-CD3 interaction; TAMRA-labeled TCR probe fluorescence, biochemical; inhibition, % at 9.4 µM; 360,000 tested, 0.37% active; AID 651800; in the data active means inhibition above about 19%;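 further: recombinant mutant TCR 2C K166C tagged with TAMRA read by polarization; 0% = receptor in buffer alone and 100% = receptor with positive control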
# ABHD4 inh – inhibits mouse alpha/beta hydrolase domain 4; 370,000 tested, 0.54% active; Q8VD66; purified mABHD4, FP-Rh probe fluorescence polarization; inhibition, % at 8.92 µM;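 active means inhibition exceeding the mean over every tested compound plus 3 SD, cut at about 30% in these data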;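 further: 0% = plate median of compound wells and 100% = S159A mutant with DMSO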
#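 Doses – 8.92 µM, single dose · Material – wild-type mouse ABHD4 protein · Replication – single well per compound (singlicate) · Measure – percent inhibition of probe binding, normalized to plate controls · Schedule – 45 min compound pre-incubation plus 60 min probe step, 25 °C · Detection – fluorescence polarization with parallel and perpendicular emission, 525/598 nm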
# LEDGF integ inh – blocks HIV-1 LEDGF/p75-dependent DNA integration; TR-FRET IN-LEDGF/p75 DNA integration, Eu/Cy5; inhibition, % at 3.7 µM; 370,000 tested, 0.64% active;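 active means inhibition above the screen-wide mean plus 3 SD, cut at about 13% in these data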;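 further: signal is the Cy5 over europium emission ratio at 671 and 618 nm; 0% = plate median of compound wells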
# SIAE primary – inhibitors of human sialic acid acetylesterase SIAE; SIAE FP-Rh probe binding, fluorescence polarization; inhibition, % at 9.66 µM; 370,000 tested, 0.69% active;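 active means inhibition above a cutoff: mean of compounds within the control limits plus 3 SD of those, cut at about 17% in these data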;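 further: 0% = plate median of compound wells and 100% = probe without SIAE protein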
# rCAG binder – r(CAG) repeat RNA binding; AID 651821; inhibition, % at 3 µM; 370,000 tested, 1.3% active; TO-PRO-1 dye displacement fluorescence;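 active means inhibition above the plate cutoff, the mean of all test compounds on that plate plus 3 SD, cut at about 35% in these data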;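 further: 0% = DMSO alone and 100% = 100 µM mitoxantrone as full dye displacement; higher means more dye released from RNA so lower well fluorescence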
# HTRA1 inh – HTRA1 (human) protease inhibition. Q92743. recombinant HTRA1, FP-rhodamine activity-based probe, fluorescence polarization. inhibition, % at 5.96 µM. 340,000 tested, 0.5% active; in the data active means inhibition above about 36%;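 further: 0% = enzyme with DMSO and 100% = wells lacking enzyme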
# Target sequence (Q92743 whole entry, looked up): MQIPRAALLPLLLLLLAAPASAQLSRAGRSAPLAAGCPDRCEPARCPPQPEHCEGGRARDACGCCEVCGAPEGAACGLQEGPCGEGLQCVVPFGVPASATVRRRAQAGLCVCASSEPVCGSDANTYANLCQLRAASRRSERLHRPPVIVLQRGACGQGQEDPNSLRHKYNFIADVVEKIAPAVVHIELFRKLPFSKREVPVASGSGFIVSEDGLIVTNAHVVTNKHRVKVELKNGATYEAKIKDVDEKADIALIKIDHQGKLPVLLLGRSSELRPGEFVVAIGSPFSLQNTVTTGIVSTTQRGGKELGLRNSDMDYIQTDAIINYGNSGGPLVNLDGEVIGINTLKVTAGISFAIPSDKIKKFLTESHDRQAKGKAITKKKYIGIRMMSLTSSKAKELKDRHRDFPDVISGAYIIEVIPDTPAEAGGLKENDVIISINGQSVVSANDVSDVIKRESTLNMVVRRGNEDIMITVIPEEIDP
# PG9 Ab binder – small molecules binding HIV-1 gp120 antibody PG9; TR-FRET gp120-PG9 antibody binding; inhibition, % at 6.7 µM; 360,000 tested, 0.43% active; in the data active means inhibition above about 8.5%
# PRMT1 inh – inhibitors of human PRMT1; Q99873; recombinant PRMT1, activity-based probe fluorescence polarization; inhibition, % at 2.79 µM; 370,000 tested, 1.3% active; AID 652257;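 active means inhibition above about 21% made by adding two undisclosed values, limit read from the data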
# NR1D1 modulator – modulators of human Rev-erb alpha DNA binding; P20393; Rev-erbα–FITC-DNA binding, fluorescence polarization, 90 min; activity, % at 10 µM; 370,000 tested, 0.79% active; AID 1259318;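 active means activity above about 14%, limit read from the data; passing the limit was not always enough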;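 further: 0% = DMSO wells with 35 nM protein and 100% = DMSO wells with 750 nM protein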
# An asterisk follows results filed as active; · = not tested or not shown.
# The opening 4 records as a preview:
SMILES,TDP2 inh,TCR-CD3 inh,ABHD4 inh,LEDGF integ inh,SIAE primary,rCAG binder,HTRA1 inh,PG9 Ab binder,PRMT1 inh,NR1D1 modulator
COc1ccc2sc(N3C(=O)CC(Cc4cccc(C)c4)C3=O)nc2c1 (stereo not given),4,2,-5,2,0,5,-14,-0.9,-1,0
O=C(CC1C(=O)NCCN1C(=O)Nc1ccccc1)Nc1ccc2c(c1)OCO2 (stereo not given),-5,1,-1,-7,0,4,3,-0.7,-3,-1
COc1cc(OC)cc(-c2c(Sc3ccccc3)c3cc(-c4ccc5c(c4)OCCO5)ccc3n2C)c1,0,0,1,-3,-3,3,·,45*,0,23*
COCCCN(C(=S)NC(=O)C12CC3CC(CC(C3)C1)C2)c1c(N)n(Cc2ccccc2)c(=O)[nH]c1=O,-5,-3,2,-4,-2,-2,2,-1.2,5,2

# Results, previewed entries included:
SMILES,TDP2 inh,TCR-CD3 inh,ABHD4 inh,LEDGF integ inh,SIAE primary,rCAG binder,HTRA1 inh,PG9 Ab binder,PRMT1 inh,NR1D1 modulator
COc1ccc2sc(N3C(=O)CC(Cc4cccc(C)c4)C3=O)nc2c1 (stereo not given),4,2,-5,2,0,5,-14,-0.9,-1,0
O=C(CC1C(=O)NCCN1C(=O)Nc1ccccc1)Nc1ccc2c(c1)OCO2 (stereo not given),-5,1,-1,-7,0,4,3,-0.7,-3,-1
COc1cc(OC)cc(-c2c(Sc3ccccc3)c3cc(-c4ccc5c(c4)OCCO5)ccc3n2C)c1,0,0,1,-3,-3,3,·,45*,0,23*
COCCCN(C(=S)NC(=O)C12CC3CC(CC(C3)C1)C2)c1c(N)n(Cc2ccccc2)c(=O)[nH]c1=O,-5,-3,2,-4,-2,-2,2,-1.2,5,2
O=C(COC(=O)c1ccc(C(F)(F)F)cc1)NC(=O)NC1CCCC1,2,-3,5,-1,-3,-7,11,-1.4,-1,4
O=[N+]([O-])c1ccc2c(c1)[nH]c(=S)n2-c1ccccc1,-3,6,9,3,-4,2,-13,-1.8,5,0
CC(=O)N1CCc2cc(S(=O)(=O)CCC(=O)NCc3ccc4c(c3)OCO4)ccc21,4,-1,4,1,2,6,0,-0.9,0,-3
CC(=O)c1ccc(N2CCN(C(=O)CCCn3c(=O)[nH]c4ccccc4c3=O)CC2)cc1,9,3,-3,4,5,-5,2,-1.4,-2,-2
CN(CC(N)=O)S(=O)(=O)c1ccc(F)cc1,0,2,2,5,-1,-2,1,-1.1,-1,2
O=C(CCc1nc(-c2ccccc2F)no1)NCc1ccco1,-2,6,-2,-3,-3,1,-2,0.3,0,-6
Cc1ccc(C(=O)CNc2cccc([N+](=O)[O-])c2)cc1,-7,4,2,-1,-2,1,-9,-3.3,0,15*
CC(C)NC(=O)c1sc2c(c1C(=O)Nc1cccnc1)CCCC2,9,3,2,3,3,-6,3,0.9,2,0
Cc1ccc(/C=N/NC(=O)c2nnn(-c3nonc3N)c2CSc2ccccc2)cc1,9,-1,-5,2,4,4,1,1.0,-1,3
CC(=O)N1CCN(c2ccccc2NC(=O)c2cc(Br)ccc2Cl)CC1,-9,6,5,-1,1,-4,-3,-0.7,-5,0
CN(Cc1cccs1)C(=O)c1ccc(S(=O)(=O)N2CCCCC2)cc1,-10,-6,-2,1,2,-5,9,2.4,1,8
Cc1ccc2nc(-c3ccc(Cl)cc3)c(CC3CCCCC3)n2c1,6,0,2,-6,3,7,·,-1.1,5,0
CCN(Cc1cc(=O)n2cc(Cl)c(C)c(Cl)c2n1)Cc1nc2ccccc2c(=O)[nH]1,-2,-1,3,4,3,6,4,-1.4,-3,-6
O=c1[nH][nH]c2c1[C@H](C1CCCC1)O[C@H](CCc1ccccc1)C2,-2,-8,1,1,8,12,·,-1.8,2,-1
O=C(Nc1ccc(Cl)cc1)N(CCCN1CCOCC1)Cc1cccs1,-7,-1,0,0,2,1,-3,-1.4,-7,-3
O=C1N(Cc2ccc3c(c2)OCO3)c2ccccc2C1(O)c1c[nH]c2ccccc12 (stereo not given),-4,5,-5,4,-2,13,-26,2.2,1,0
COc1cc(NC(=O)C23CC4CC(C2)CC(n2cnc([N+](=O)[O-])n2)(C4)C3)cc(OC)c1,-7,6,2,-1,7,-2,-3,-0.4,-4,1
Cc1c(-c2ccccc2)sc(Br)c1C(=O)N1CCOCC1,-5,6,-3,-4,-1,-1,-5,-1.8,-1,0
CC12CCC(C(=O)N3CCN(c4ccccc4)CC3)(CC1=O)C2(C)C (stereo not given),0,-15,-14,-1,-2,-3,·,-0.5,-1,-5
O=C(OC1CCOC1=O)c1cncc(Br)c1 (stereo not given),0,-2,7,-1,-4,3,1,-1.0,0,-1
CCn1ccnc1CN1CCCC(CO)(Cc2cccc(OC)c2)C1 (stereo not given),4,7,-5,0,5,-6,6,-0.6,0,-7
CCOC(=O)CSc1nnc(Cn2nnc(-c3ccccc3)n2)n1C,0,3,5,2,3,-2,2,-0.4,-3,-4
COc1cc(-c2nc(C)c(C(C)=O)n2O)ccc1OCC(=O)Nc1ccc(Cl)cc1,7,0,3,2,3,10,-14,-0.2,1,-4
Cc1cn([C@H]2C[C@H](O)[C@@H](CNC(=O)[C@H](N)Cc3cscn3)O2)c(=O)[nH]c1=O,-4,-3,9,-4,7,1,4,-2.3,2,4
COc1ccc(CN2CCN(CCc3ccccc3)C(CCO)C2)c(Cl)c1OC (stereo not given),-9,1,2,0,2,-7,-2,-0.1,-3,4
Cc1cccc(C(=O)Oc2ccccc2C2C[C@]3(C)CC(=O)NC3N2C(=O)c2cccc(C)c2)c1 (stereo not given in full),-12,1,5,2,6,-8,-15,1.3,-1,-1
Cc1ccc(NC2=C/C(=N/S(=O)(=O)c3cccs3)c3ccccc3C2=O)cc1,36*,10,16,2,11,18,14,-5.0,-4,0
CCCNc1nc2c(c(=O)[nH]c(=O)n2C)n1Cc1cccc(Br)c1,-6,-3,3,3,-4,-1,-4,-0.8,1,-1
COc1ccccc1C1CC(=O)Oc2cc(C)cc(C)c21 (stereo not given),1,-6,-1,-2,2,3,-6,-2.2,5,-3
CCS(=O)(=O)N1CCCC(c2nc(-c3cccc(OC)c3)no2)C1 (stereo not given),-8,5,-5,0,7,-6,1,-1.5,-5,-4
Cc1ccc(S(=O)(=O)N2CCC3(CC2)OCCO3)cc1,-10,2,-1,0,13,-4,6,-0.9,-4,-2
CCOc1ccc2c(C)nc(NC3=NC(C)(C)C=C(C)N3)nc2c1,-8,7,0,2,-1,24,-15,0.9,-3,-2
Cc1ccc(C2CC(=O)Nc3sc(C(N)=O)c(N)c32)cc1 (stereo not given),5,0,2,3,1,0,-4,-2.8,-6,0
Cc1ccc(C)c(N(CC(=O)NC2CCCC2)C(=O)c2cc3cc4cc(C)ccc4nc3s2)c1,-1,-2,-2,0,-7,4,8,-0.5,0,0
CCOC(=O)[C@@H]1[C@H]2COc3ccc(Br)cc3[C@@H]2N2C(=O)N(c3ccc(Cl)cc3)C(=O)[C@@]12C,-2,1,0,0,0,1,-5,-0.9,0,-4
COCCC(=O)N1CCOCC1c1cc(C(=O)NCc2ccccc2)no1 (stereo not given),-5,2,0,2,-2,1,·,-0.4,-5,-1
CC1CCCCC12NC(=S)N(c1ccccc1)N2 (stereo not given),-5,-9,6,-4,9,2,-2,1.0,14,3
Nc1nc2c(ncn2[C@@H]2O[C@H](CNC(=O)[C@H](N)Cc3cncn3COCc3ccccc3)[C@@H](O)[C@H]2O)c(=O)[nH]1,4,4,3,0,1,5,·,0.1,2,3
c1ccc(Cn2c[n+](Cc3ccccc3)c3ccccc32)cc1,-6,-6,5,-6,5,3,7,0.7,4,7
CC1(C)CC(=O)C=C(c2ccc(-c3cnc4ccccc4c3)cc2)C1=O,1,-1,0,-1,-2,3,-36,0.3,1,-2
CCN(CC)CCCn1c(SCC(=O)Nc2cccc(F)c2)nnc1-c1ccoc1C,-3,1,1,5,-4,-1,1,-2.5,-8,1
O=C(/C=C/C(=O)NCc1cccs1)NCc1cccs1,-2,-3,-2,4,0,1,3,-0.9,-3,-1
Cc1nonc1OCC(C)(COc1nonc1C)NC(=O)c1ccccc1,-9,1,-2,-2,-2,0,-3,-1.0,-2,-2
CCN(CC)S(=O)(=O)c1ccc(C(=O)NCCc2ccccn2)cc1,-12,-6,2,7,5,7,-4,0.3,-10,8
Cc1cc(Cl)c2ccc(Cl)cc2n1,-5,-3,7,-1,3,0,-2,0.9,2,6
O=C(OCCCOc1ccc(F)cc1)c1ccc(O)cc1O,-3,0,-33,-1,-1,0,-17,-1.7,4,-2
COC(=O)C1CN(Cc2ccccc2)CCS(=O)(=O)N1Cc1cccc(Cl)c1 (stereo not given),-8,·,-12,1,-8,-1,·,·,-3,-3
COc1ccc(S(=O)(=O)NC(=O)C2(C)CCN2C(=O)CCc2ccc(Cl)cc2Cl)cc1 (stereo not given),7,-3,1,-5,1,21,·,0.7,-1,0
O=C(NCCCN1CCN(c2ccccc2)CC1)C1CCCN(c2ncnc3c2nc2n3CCCCC2)C1 (stereo not given),-6,-4,1,2,1,-9,1,-0.2,-2,10
O=c1c2cc(Cl)ccc2[nH]c(=S)n1Cc1ccco1,-12,-2,-12,3,-9,13,-15,0.6,19,-2
Cn1c(=O)c2c(nc(CN3CCCCC3)n2CCCc2ccccc2)n(C)c1=O,2,1,-1,2,-3,-9,-1,0.7,-4,-5
O=C(Nc1nnc(-c2cccs2)s1)C1CC1,5,-3,-1,1,6,1,8,1.3,-3,8
CCCCCCCCN1C(=O)[C@H](CC(=O)NCc2ccccc2)C[C@@]2(C(=O)OCC)CCCC=C12,-6,-3,-5,-3,-3,5,·,0.3,-3,1
Cc1ccc(-c2nnn(CC(=O)O)n2)cc1,-3,7,0,1,0,-4,5,1.1,-3,-4
CSc1ccccc1NC(=O)CN(C)CC(=O)Nc1ccccc1F,-1,-13,11,2,-1,-1,-6,-0.9,2,3
CCCCN1C(=S)NC[C@@H]1Cc1cccc2ccccc12,-7,6,3,3,-4,-2,-14,-0.3,-1,5
# Continuation:
SMILES,TDP2 inh,TCR-CD3 inh,ABHD4 inh,LEDGF integ inh,SIAE primary,rCAG binder,HTRA1 inh,PG9 Ab binder,PRMT1 inh,NR1D1 modulator
CNC(=S)N(CCc1c(C)[nH]c2ccc(F)cc12)Cc1cccnc1,-13,-1,-2,0,5,4,7,-0.2,3,-2
Cc1ccc(C)c(NCC(=O)NNC(=S)Nc2ccccc2)c1,-1,-5,1,3,2,4,8,-0.9,4,7
Cc1ccc(Cl)c(OCC(=O)Nc2cccnc2)c1,6,1,-1,-2,-2,-6,0,-1.4,1,4
Cc1ccccc1NS(=O)(=O)c1ccc(OCC(=O)NCc2ccco2)cc1,-7,-2,-15,1,1,9,2,1.2,6,-4
O=C(CCCN1C(=O)/C(=C/c2cccs2)SC1=S)Nc1ccc(O)cc1,-6,6,-4,-2,12,15,-4,-0.7,0,11
CSc1ccccc1OCc1cc(C(=O)NCc2ccc(C)s2)no1,4,3,-13,-3,5,-3,-10,-0.6,1,5
CCN(CC)C(=O)CSc1nnc([C@@H](N)C(C)C)o1,0,-4,5,-2,-2,-3,5,-1.9,5,-1
CCn1c(=O)c2c(nc(SCC(=O)NC3CCCC3)n2C)n(C)c1=O,-3,-6,-4,-1,8,0,5,-0.3,2,1

# These rows are one share of the data; the hit share may differ from the screen's.
